DNMT1 inh – blocks human DNA methyltransferase DNMT1. P26358. inhibition (reported as % activation of signal), % at 10 µM. AID 588458. 360,000 compounds, 0.83% hits. DNMT1 molecular beacon, Hinp1I cleavage, fluorescence; in the data active = inhibition above about 50%
Rin1-Abl PPI inh – blocks binding of human Rin1 to Abl; inhibition, % at 7.35 µM; 360,000 compounds, 0.4% hits; P00519+Q13671; TR-FRET Rin1/Abl binding, biochemical; in the data active = inhibition above about 5%, passing the limit was not always enough
Rpn11 block – blocks the human proteasome subunit Rpn11. human 26S proteasome, Ub4-pepOG fluorescence polarization; 20S core pre-blocked with epoxomicin. O00487. calls only at 20 µM. AID 588493. 360,000 compounds, 0.59% hits;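 active = inhibition at 20 µM, scaled to each plate's controls, above about 33%, limit read from the data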
LMPTP inh – LMPTP (human) inhibition; AID 651560; recombinant LMPTP-A, OMFP fluorogenic substrate, fluorescence intensity; 360,000 compounds, 0.22% hits; P24666; inhibition, % at 20 µM;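 active = compounds that cut the enzyme signal by at least half of the control window in the single-dose screen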;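 note: plate controls were DMSO wells with enzyme plus substrate for no effect and substrate without enzyme for full effect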
Target sequence (P24666 whole entry, looked up): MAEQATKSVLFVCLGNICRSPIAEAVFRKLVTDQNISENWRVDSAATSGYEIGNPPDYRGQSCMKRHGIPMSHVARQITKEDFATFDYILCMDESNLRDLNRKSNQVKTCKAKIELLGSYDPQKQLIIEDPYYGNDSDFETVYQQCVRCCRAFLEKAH
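Buffer or medium: Bis-Tris pH 6.0, DTT, detergent; Assay system: LMPTP-A enzyme; Quantity: 0.625 nM enzyme; Detection: endpoint fluorescence intensity; Times: 50 min dark incubation at room temperature; Controls: substrate-only low control, DMSO enzyme-plus-substrate high control; Doses: single 20 µM dose; Read-out: percent inhibition versus substrate-only and uninhibited controls; Reagent: 400 µM OMFP.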
CSN inh – blocks human CSN-mediated cullin deneddylation; Purified CSN, SCF-Nedd8-OG deneddylation, fluorescence polarization; Q92905; 360,000 compounds, 0.38% hits; inhibition, % at 12.5 µM;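 active = pattern-corrected inhibition above about 35%, with an unprinted fluorescence ratio check between 0.5 and 1.5, limit read from the data, passing the limit was not always enough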;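 note: 0% = enzyme with substrate and 100% = substrate without enzyme; some results filed as inactive read as strong as hits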
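assay system = purified human Csn5 enzyme expressed in HEK293T cells | amount = 0.24 nM enzyme | buffer or medium = Tris/NaCl/DTT buffer, pH 7.5 | reagent = 10 nM SCFSkp2-Nedd8OG | compound = one concentration, 12.5 µM, 0.25% DMSO | times = 90 min reaction at room temperature | signal = FP | read-out basis = % inhibition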
NadD block – blocks S. aureus nicotinate mononucleotide adenylyltransferase. purified NadD enzyme, colorimetric absorbance read-out. inhibition, % at 20 µM. 360,000 compounds, 0.78% hits. AID 602399; in the data active = inhibition above about 26%; note: some compounds past the cut are filed as inactive
Scp-1 inhibitor – inhibitors of human Scp-1 phosphatase; Recombinant Scp1, phosphopeptide, malachite green phosphate absorbance; inhibition, % at 20 µM; AID 493091; Q9GZU7; 340,000 compounds, 0.88% hits;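 active = inhibition above about 50% at 20 µM, limit read from the data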;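 note: plate controls were DMSO wells with enzyme for no effect and wells lacking enzyme for full effect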
Target sequence (Q9GZU7 76-261 limits assumed): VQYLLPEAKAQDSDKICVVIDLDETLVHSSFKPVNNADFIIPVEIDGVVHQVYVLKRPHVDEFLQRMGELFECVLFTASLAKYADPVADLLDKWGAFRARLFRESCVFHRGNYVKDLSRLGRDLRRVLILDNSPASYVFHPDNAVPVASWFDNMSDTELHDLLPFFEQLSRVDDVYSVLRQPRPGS
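Test system – truncated SCP-1 phosphatase (76-261aa) · Reagent – Phosphorylated 17-residue peptide substrate · Incubation – 45 min room-temperature reaction, 5 min colour, 30 min stabiliser · Detection – colorimetric phosphate reagent with accelerator and stabiliser, absorbance at 630 nm · Measure – % inhibition at 20 µM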
STEP block – blocks human striatal-enriched tyrosine phosphatase; P54829; recombinant STEP, OMFP fluorogenic substrate, fluorescence; inhibition, % at 20 µM; 360,000 compounds, 0.25% hits; AID 588621;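 active = inhibition at 20 µM, scaled per plate between control wells, above about 37%, limit read from the data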;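 note: 0% = DMSO with enzyme and substrate and 100% = substrate only without enzyme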
Target sequence (P54829 whole entry, looked up): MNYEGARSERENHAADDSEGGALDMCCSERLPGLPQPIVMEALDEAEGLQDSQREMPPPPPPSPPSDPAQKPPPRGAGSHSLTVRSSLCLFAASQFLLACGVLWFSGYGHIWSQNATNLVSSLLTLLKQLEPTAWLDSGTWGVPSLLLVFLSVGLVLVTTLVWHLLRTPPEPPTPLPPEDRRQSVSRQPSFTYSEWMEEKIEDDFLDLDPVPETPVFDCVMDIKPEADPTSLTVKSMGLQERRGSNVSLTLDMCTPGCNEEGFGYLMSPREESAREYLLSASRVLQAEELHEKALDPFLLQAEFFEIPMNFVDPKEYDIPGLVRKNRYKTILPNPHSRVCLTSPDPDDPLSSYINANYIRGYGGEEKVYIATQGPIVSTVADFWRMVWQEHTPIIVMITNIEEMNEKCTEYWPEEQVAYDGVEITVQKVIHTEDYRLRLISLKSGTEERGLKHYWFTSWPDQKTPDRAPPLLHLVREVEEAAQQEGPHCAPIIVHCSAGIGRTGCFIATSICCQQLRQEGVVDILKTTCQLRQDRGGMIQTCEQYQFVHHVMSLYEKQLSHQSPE
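System: STEP phosphatase, cell-free reaction; Buffer or medium: Bis-Tris pH 6.0 buffer with DTT, detergent; Incubation: 20 min at room temperature, dark; Measured by: fluorescence, 480/540 nm.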
SUMO1-SIM PPI – modulators of human SUMO1-mediated protein-protein interactions; SUMO1 binding to a labelled peptide, TR-FRET, 1 h; inhibition, % at 20 µM; 360,000 compounds, 0.33% hits; AID 602429; in the data active = inhibition above about 37%
Neddyl block – cullin neddylation inhibition | TR-FRET cullin neddylation, biochemical | calls only at 25 µM | 360,000 compounds, 0.58% hits | AID 651699; in the data active = inhibition above about 36%
Numbers without * were called inactive; i = inactive; . = no result given.

DNMT1 inh	mol	Rin1-Abl PPI inh	Rpn11 block	LMPTP inh	CSN inh	NadD block	Scp-1 inhibitor	STEP block	SUMO1-SIM PPI	Neddyl block
-12	Oc1cccc(/C=N/N(Cc2ccccc2)c2ccccc2)c1	-4	i	2.8	-9	-7	-5	-1	-1	i
1	COc1ccc(CNC(=O)c2nn(-c3ccccc3)cc2OC)cc1	1	i	-1.1	1	-7	-7	0	2	i
1	CC(C)CCNC(=O)NC(=O)CSc1nnc2ccccn12	0	i	-2.1	-6	0	3	-2	-3	i
-3	CC(OC(=O)CC(NC(=O)c1ccccc1Cl)c1ccccc1)C(=O)Nc1cccc(Cl)c1Cl (stereo not drawn)	2	i	2.1	-11	4	-7	1	3	i
2	Cc1cccc(C(=O)N(Cc2ccc(C)o2)C2CCS(=O)(=O)C2)c1 (stereo not drawn)	0	i	1.1	5	1	-4	0	0	i
-6	COCCn1cnnc1SCC(=O)Nc1cc(C)on1	-1	i	-0.7	-1	-1	22	-2	7	i
5	CNC(=O)[C@H](C)[C@@H]1C[C@@]1(C)[C@@H](NC(=O)OCc1ccccc1)c1ccccc1	-1	i	0.1	-5	0	-8	-2	4	i
-1	COCCn1c(=S)[nH]c2cc(C(=O)N3CC(C)CC(C)C3)ccc2c1=O (stereo not drawn)	.	i	-0.7	0	-2	-6	-4	-2	i
-2	N#C/C(=C\c1ccc(Cl)cc1Cl)c1n[nH]c(Cn2cncn2)n1	-2	i	-2.4	3	6	-10	0	-6	.
.	CCCCCCCCN1C(=O)[C@H](CC(=O)NCCCCc2ccccc2)C[C@@]2(C(=O)OC)CCCCC=C12	.	.	5.9	1	2	.	.	6	i
0	O=C(NCCc1ccc(Cl)cc1)C(=O)c1c[nH]c2ccccc12	2	i	0.6	1	-9	-7	-1	5	i
4	COc1ccnc(NCc2ccc(Cl)cc2)c1C#N	5	i	0.1	0	0	-3	2	0	i
2	CCN(CC)S(=O)(=O)c1cccc(NC(=O)CNc2cccc(S(=O)(=O)N3CCOCC3)c2)c1	-1	i	0.1	-3	-6	-8	-2	0	i
2	CCCc1oc(C(=O)O)cc1CN1CCOCC1	-1	i	-0.2	4	2	-1	1	-5	i
1	Cc1ccccc1/C=N/Nc1nc2ccccc2c(=O)n1O	1	i	0.8	3	1	-8	76*	-5	i
4	CCCn1c(=O)c2[nH]cnc2n(-c2ccc(Cl)cc2)c1=O	-3	i	-0.8	-1	-2	-9	2	-1	i

Complete entries as entered above.
Record of `Cc1cccc(C(=O)N(Cc2ccc(C)o2)C2CCS(=O)(=O)C2)c1` (stereo not drawn) : DNMT1 inh = 2; Rin1-Abl PPI inh = 0; Rpn11 block = i; LMPTP inh = 1.1; CSN inh = 5; NadD block = 1; Scp-1 inhibitor = -4; STEP block = 0; SUMO1-SIM PPI = 0; Neddyl block = i
Record of `CCN(CC)S(=O)(=O)c1cccc(NC(=O)CNc2cccc(S(=O)(=O)N3CCOCC3)c2)c1` : DNMT1 inh = 2; Rin1-Abl PPI inh = -1; Rpn11 block = i; LMPTP inh = 0.1; CSN inh = -3; NadD block = -6; Scp-1 inhibitor = -8; STEP block = -2; SUMO1-SIM PPI = 0; Neddyl block = i

Carrying on:
DNMT1 inh	mol	Rin1-Abl PPI inh	Rpn11 block	LMPTP inh	CSN inh	NadD block	Scp-1 inhibitor	STEP block	SUMO1-SIM PPI	Neddyl block
6	O=C(COC(=O)/C=C/c1ccc(S(=O)(=O)N2CCOCC2)cc1)NC1CCCCCCC1	3	i	0.0	9	4	-1	2	-8	i
1	CCOC(=O)C1(CCOC)CCN(CC(C)Cc2ccc3c(c2)OCO3)CC1 (stereo not drawn)	-3	i	3.3	0	-14	-3	0	5	i
4	O=C(OCc1nc(-c2ccccc2Cl)no1)c1ccco1	-6	i	-1.1	1	-2	-10	-1	0	i
0	O=C(COc1ccccc1)NCC(=O)Nc1cccc(S(=O)(=O)NC2=NCCC2)c1	1	i	0.2	-1	-2	-4	2	0	i
2	CC(C)(C)C(=O)Nc1ccc(C(=O)N/N=C/c2ccccc2OC(=O)c2ccc(Cl)cc2)cc1	-2	i	0.7	-2	29	-13	-1	-1	i
-1	CC(C)CNC(=O)C1(C)CCCN1C(=O)c1ccc2ccccc2n1 (stereo not drawn)	4	i	-1.0	-2	-1	.	-2	-1	i
0	Cc1cccc(N)c1-c1c(C)cccc1N	1	i	-0.1	-4	-1	-9	0	1	i
-2	CCCOc1cc(C)c(S(=O)(=O)NC2CC(C)(C)NC(C)(C)C2)cc1C	-1	i	-0.3	-4	-6	-1	-1	-4	i
3	O=C1CC[C@@H](CN(Cc2ccccn2)Cc2nc(Cc3ccccc3)no2)N1	3	i	3.6	-7	-3	5	0	6	i
1	C#CCOC(=O)c1ccccc1C(=O)N(CC)CC	-1	i	-0.1	-5	-4	-4	-2	10	i
0	O=C(O)C(Cc1c[nH]c2ccccc12)NS(=O)(=O)c1ccc(Cl)cc1 (stereo not drawn)	-1	i	-0.8	-7	-2	-4	2	1	i
-5	CCOc1ccc(S(=O)(=O)N2CCC(C(=O)N3CCN(c4ccccc4F)CC3)CC2)cc1C	2	i	2.4	5	-3	1	2	2	i
5	CCOC(=O)Cn1c(=NC(=O)CC)sc2c(C)cc(C)cc21	0	i	0.8	3	-4	-15	1	2	i
-17	CC(C)Oc1ccc(C(=O)Nc2ccc(N(C)C)cc2)cc1	-7	i	-0.5	1	-1	-11	1	-7	i
1	CCOC(=O)C1=C(COC(=O)CSc2ccc(C)cc2C)NC(=O)NC1C (stereo not drawn)	-1	i	-0.2	3	-9	-10	0	3	i
-2	CC1(C(=O)NS(=O)(=O)Cc2ccccc2)CCN1C(=O)CCc1ccccc1 (stereo not drawn)	2	i	-1.7	-4	-1	.	-3	-5	i
4	CNC(=O)NNC(=O)c1csc(-c2ccc(C(F)(F)F)cc2Cl)n1	2	i	-1.0	-5	-1	0	1	-1	i
0	COc1cccc(CC(=O)NNC(=O)c2c(-c3ccccc3)noc2C)c1	4	i	-1.1	-2	-3	-19	-2	-2	i
-3	CCN(CC)S(=O)(=O)c1ccc(N2CCCC2)c(NC(=O)c2ccncc2)c1	-1	i	-0.7	-3	-1	-2	0	1	i
1	O=C(Nc1ccccc1-c1ccccc1)C1CCCCC1	-1	i	-0.2	3	-2	-3	-2	3	i
61*	CC(OC(=O)/C(C#N)=C/c1ccc(N(C)C)cc1)C(=O)NCc1ccco1 (stereo not drawn)	-2	i	1.7	15	17	.	-2	-6	i
-14	COc1cc2c(c3oc(-c4ccccc4)cc(=O)c13)C=CC(C)(C)O2	3	i	2.9	0	1	7	1	-6	.
47	CCOC(=O)N1CCN(C(=O)c2cc3ccccc3o2)CC1	-3	i	-1.3	1	2	-2	0	-7	i
-5	COc1nnc(-c2ccc(N3CCOCC3)c(NC(=O)c3ccc(C)cc3)c2)c2ccccc12	-4	i	3.3	-1	-2	0	-1	18	i
0	CCN(CC(=O)Nc1c(F)cccc1F)C(=O)C1CCN(S(=O)(=O)c2ccc(C)cc2C)CC1	2	i	2.9	3	2	1	-2	2	i
3	COc1ccc(S(=O)(=O)N2CCC(C(=O)Nc3ccc4c(c3)OCCO4)CC2)cc1OC	0	i	-2.1	5	-2	0	-1	4	i
-2	O=C(COc1cccc(Cl)c1)Nc1cc(S(=O)(=O)N2CCOCC2)ccc1N1CCOCC1	-1	i	0.9	2	-4	-3	0	3	i
3	CCOC(=O)CN(C(=O)Cn1nnc2ccccc21)C(C(=O)NCCOC)c1ccccc1C (stereo not drawn)	3	i	-2.1	-3	-1	5	-4	-4	i
0	Cc1cc(N2CCN(c3nnnn3-c3ccccc3)CC2)n2ncnc2n1	-5	i	0.1	4	1	-8	0	1	i
2	C/C(=C\c1ccccc1)CN1CCC(C(=O)N2CCC(C)CC2)CC1	-1	i	0.3	2	-2	-2	-1	0	i
-4	CCOC(=O)N(C)c1c(CC)nc2c(OCC(=O)C(C)(C)C)cccn12	-1	i	-1.0	0	3	.	0	2	i
-1	CC[C@@]12C(=O)N(c3cccc(F)c3)C(=O)N1[C@H](c1ccc(OC)cc1)[C@@H]1C(=O)N(C(C)(C)C)C(=O)[C@@H]12	4	i	-1.0	0	-2	-7	-3	2	i
-5	CN1CCN(C(=O)/C=C\C(=O)O)CC1	0	i	-4.9	-3	-3	0	0	-2	i
0	CCC(=O)N1CCc2cc(S(=O)(=O)NC(Cc3ccccc3)C(=O)Nc3nccs3)ccc21 (stereo not drawn)	-1	i	-1.1	1	0	-3	-1	3	i
2	COC(=O)c1cc(S(=O)(=O)Nc2cccc(-c3cnco3)c2)oc1C	0	i	-0.8	0	-6	-13	-3	5	i
-11	CCOC(=O)c1nn(-c2cccc(Cl)c2)c2nc(Nc3ccccc3)cc(=O)n12	1	i	0.3	5	-13	-24	-2	27	i
2	O=C(Cc1ccc(S(=O)(=O)N2CCOCC2)s1)Nc1ccc(N2CCOCC2)cc1	3	i	1.9	0	-5	4	3	-11	i
-1	COC(=O)c1cc(S(=O)(=O)NCCc2ccc(Cl)cc2)c[nH]1	3	i	-0.3	-5	-3	-13	0	4	i
1	Cc1ccccc1OCC(=O)NCC(c1cccs1)N1CCOCC1 (stereo not drawn)	-2	i	-1.6	-5	0	-5	2	-1	i
-8	CC(=O)c1ccc(-n2c(C)ccc2-c2ccccc2)cc1	2	i	2.2	1	-7	-11	9	-4	i

Screening data deposited in PubChem by several laboratories.

Rows were taken by chance; overall some 3.8% were active at least once.
